Compound activity from PubChem.
TLR9-MyD88 block: TLR9-MyD88 interaction inhibition; Q9NR96+Q99836; CHO BLA complementation TLR9-MyD88, CCF4 FRET ratio; inhibition, % at 4.98 µM; actives 0.21% (n = 340,000); AID 504734;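 active = inhibition above the mean over all tested compounds plus 3 SD, cut at about 21% in these data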;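 note: 0% = DMSO only wells and 100% = clavulanate BLA inhibitor control wells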
Target sequence (Q99836 whole entry, looked up): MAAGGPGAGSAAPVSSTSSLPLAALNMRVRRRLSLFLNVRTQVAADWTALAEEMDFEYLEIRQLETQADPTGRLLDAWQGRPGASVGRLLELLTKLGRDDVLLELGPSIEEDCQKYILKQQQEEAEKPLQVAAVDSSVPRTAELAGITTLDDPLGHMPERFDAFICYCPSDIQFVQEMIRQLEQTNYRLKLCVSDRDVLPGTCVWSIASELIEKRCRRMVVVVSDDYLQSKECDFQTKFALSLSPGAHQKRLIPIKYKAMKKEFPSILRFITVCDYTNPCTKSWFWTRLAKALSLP
Target sequence (Q9NR96 whole entry, looked up): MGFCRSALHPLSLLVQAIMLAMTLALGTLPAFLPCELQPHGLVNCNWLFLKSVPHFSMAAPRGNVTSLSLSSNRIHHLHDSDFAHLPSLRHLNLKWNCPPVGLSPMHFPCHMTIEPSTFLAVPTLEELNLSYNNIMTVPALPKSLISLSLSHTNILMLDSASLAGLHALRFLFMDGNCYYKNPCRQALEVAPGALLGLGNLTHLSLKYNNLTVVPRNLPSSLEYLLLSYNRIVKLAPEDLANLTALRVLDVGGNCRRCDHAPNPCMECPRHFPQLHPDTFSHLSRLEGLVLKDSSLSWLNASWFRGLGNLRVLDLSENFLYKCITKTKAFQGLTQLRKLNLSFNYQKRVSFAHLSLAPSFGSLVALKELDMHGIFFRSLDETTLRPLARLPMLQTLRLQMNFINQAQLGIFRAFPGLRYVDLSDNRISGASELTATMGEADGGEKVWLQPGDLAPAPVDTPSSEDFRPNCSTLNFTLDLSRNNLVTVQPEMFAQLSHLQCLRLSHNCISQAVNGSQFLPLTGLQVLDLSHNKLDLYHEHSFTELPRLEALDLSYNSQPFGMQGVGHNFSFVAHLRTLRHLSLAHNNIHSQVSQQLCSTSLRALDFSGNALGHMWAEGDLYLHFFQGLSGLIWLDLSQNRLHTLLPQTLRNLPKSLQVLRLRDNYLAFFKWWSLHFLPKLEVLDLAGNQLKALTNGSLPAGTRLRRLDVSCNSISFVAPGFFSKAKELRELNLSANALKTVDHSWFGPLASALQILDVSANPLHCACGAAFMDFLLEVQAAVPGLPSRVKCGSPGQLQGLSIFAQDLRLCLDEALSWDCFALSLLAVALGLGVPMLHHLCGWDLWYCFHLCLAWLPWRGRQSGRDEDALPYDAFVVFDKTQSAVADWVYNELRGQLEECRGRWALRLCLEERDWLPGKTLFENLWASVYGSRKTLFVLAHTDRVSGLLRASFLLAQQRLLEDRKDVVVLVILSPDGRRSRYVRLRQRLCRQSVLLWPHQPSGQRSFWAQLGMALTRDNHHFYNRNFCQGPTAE
COUP-TFII inh: inhibitors of human COUP-TFII (NR2F2). HEK293T NGFI-A luciferase reporter, luminescence. AID 686940. inhibition, % at 8.6 µM. actives 0.7% (n = 370,000);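 active = inhibition above a per-plate cutoff, mean inhibition of test wells between control levels plus 3 SD, cut at about 38% in these data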;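 note: cells cotransfected with COUP-TFII expression vector driving the NGFI-A reporter; 0% = median of COUP-TF2 test wells and 100% = reporter-only cells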
NOD2 RIPK2 PPI: inhibitors of human NOD2-RIPK2 interaction; actives 0.38% (n = 360,000); inhibition, % at 4.98 µM; CHO BLA complementation NOD2-RIPK2, CCF4 ratio; O43353; in the data active = inhibition above about 21%;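 note: 0% = vehicle only and 100% = reference blocker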
NR5A2 inv ag: suppresses constitutive activity of human LRH-1; actives 0.13% (n = 360,000); inhibition, % at 3.6 µM; O00482; HEK293T StAR-luciferase reporter, LRH-1 transfected, 24 h; AID 602396;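 active = inhibition above the mean inhibition of all tested compounds plus 3 SD, cut at about 73% in these data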;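 note: 0% = DMSO wells and 100% = reporter-only cells lacking LRH-1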
EBV LMP1 NFkB: inhibitors of Epstein-Barr LMP1-induced NF-kappaB reporter; inhibition, % at 12.5 µM; LMP1-induced NF-kappaB luciferase reporter cells, luminescence; actives 0.69% (n = 350,000); in the data active = inhibition above about 41%;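 note: 0% = neutral control wells and 100% = reference inhibitor control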
SRC2 inh: inhibits human steroid receptor coactivator 2; actives 0.17% (n = 370,000); inhibition, % at 9 µM; Q15596; HEK293 GAL4-SRC2 luciferase reporter, luminescence;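 active = inhibition above the mean inhibition of all tested compounds plus 3 SD, set per campaign, cut at about 52% in these data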;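 note: 0% = DMSO treated cells and 100% = cells given Gossypol at 36 µM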
TRAIL sens C8: caspase-8 TRAIL sensitization | NB7+C8 cells + TRAIL, ATPlite viability luminescence | inhibition (viability loss, TRAIL sensitization), % at 10 µM | actives 1% (n = 360,000) | AID 624354;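 active = compounds causing at least 50% loss of cell viability in the single-dose screen, relative to plate controls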
NCOA3 inh: human NCOA3 inhibition | Q9Y6Q9 | HEK293 GAL4-SRC3 luciferase reporter, luminescence | inhibition, % at 3.6 µM | actives 0.17% (n = 360,000);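 active = inhibition above a per-campaign cutoff, the mean of all compounds plus 3 SD, cut at about 60% in these data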;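 note: 0% = DMSO-treated cells and 100% = gossypol-treated cells at 36 µM; higher means less SRC3-driven luciferase light from the GAL4 reporter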
TROY signal inh: inhibitors of TROY-dependent NF-kB signaling. inhibition, % at 10 µM. actives 0.98% (n = 360,000). Q293 LMP1-TROYcd NF-kB luciferase reporter, 4 h;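 active = compounds whose plate-normalised and pattern-corrected inhibition of the luciferase reporter signal at the single screening dose is 50% or more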
TWEAK-Fn14 inh: blocks TWEAK-Fn14 interaction in a reporter cell assay. TWEAK-stimulated Fn14 reporter cells, luciferase luminescence, 8 h. inhibition, % at 10 µM. actives 2% (n = 360,000); in the data active = inhibition above about 50%
NCOA1 inh: inhibitors of human steroid receptor coactivator 1 (SRC1) | Q15788 | HEK293 GAL4-SRC1 luciferase reporter, luminescence | inhibition, % at 3.6 µM | actives 0.12% (n = 360,000) | AID 588354;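 active = inhibition above the campaign mean plus 3 SD, with each screening campaign given its own cutoff, cut at about 60% in these data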;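 note: 0% = DMSO treated cells and 100% = gossypol at 36 µM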
Starred values were filed as active, the others as inactive; . = no result given. A portion of the library; count on the stated rates, not on these rows.

#	compound	TLR9-MyD88 block	TWEAK-Fn14 inh	NCOA1 inh	NOD2 RIPK2 PPI	TRAIL sens C8	NCOA3 inh	COUP-TFII inh	EBV LMP1 NFkB	SRC2 inh	TROY signal inh	NR5A2 inv ag
1	COc1cccc(C(=O)NC(=S)Nc2ccccc2N2CCOCC2)c1	3	-18	-26	12	-6	5	.	6	.	-15	12
2	CC(C)Cc1ccc(CN2CCCC(NC(=O)c3cnc4ccccn4c3=O)C2)cc1 (stereo unspecified)	1	1	-17	-5	33	-1	29	26	-2	-15	-1
3	N#Cc1c(N)nc2c(c1-c1ccccc1)CCC2	-12	20	-49	-14	-6	-16	-54	-1	-14	3	-40
4	CCOC(=O)C1(Cc2ccc(OC)cc2)CCN(C(=O)C2CC(=O)N(C3CC3)C2)CC1 (stereo unspecified)	4	-26	-23	-1	-5	7	-15	-6	2	-30	-4
5	COc1ccc(-c2sc(Nc3cccc4ccccc34)n[n+]2C)c(C)c1C	-5	3	-6	-7	-5	3	-2	-4	14	0	9
6	O=C(O)c1ccccc1-c1ccc(/C=C2\SC(=O)N(c3ccccc3)C2=O)o1	-8	-6	-47	-5	-10	-49	-4	-14	-5	-51	-34
7	CCOC(=O)c1nc(C)n(-c2ccc(Cl)cc2Cl)n1	2	0	7	-8	4	-3	.	3	.	5	-14
8	c1ccc2c(Cn3ccnc3)c[nH]c2c1	-5	-10	-8	-1	-2	2	-10	-36	-2	9	1
9	COC(=O)c1ccc([C@H]2CC(=O)O2)cc1	0	19	3	13	2	30	-1	-18	11	-9	23
10	O=C(CNC(=O)c1cc(Cl)nc2ccccc12)Nc1ccccc1Br	-1	0	-7	-7	19	-13	17	2	-2	3	10
11	O=C1/C(=C/Nc2ccc3c(c2)OCO3)CCc2ccccc21	14	-10	-59	-14	86*	-15	-13	7	4	-14	-79
12	ClCCN1C2=NCCCN2c2ccccc21	7	6	-3	-6	-3	5	-4	-13	-30	-17	-17
13	Cc1cc(NC(=O)CSCC(=O)N(c2cccc(Cl)c2)C(C(=O)NC2CCCCC2)c2ccc(O)c(O)c2)no1 (stereo unspecified)	-9	5	-20	-1	-5	6	2	1	-15	8	-1
14	Cc1c(-c2nc(-c3ccc(C(F)(F)F)cc3)no2)n(C)oc1=O	.	-6	-97	-7	-4	-53	-30	-20	-16	-30	-93
15	CCOc1cc(/C=N/NC(=O)CNc2cccc(C)c2)ccc1OC(=O)c1ccccc1	-1	-24	-35	3	-3	1	0	-12	0	21	24
16	O=C(NCc1ccccc1)C12CC3CC(CC(Cl)(C3)C1)C2	.	-15	0	-13	-2	-3	8	.	3	-2	0
17	CCCCOc1ccc(-c2ncc(N)cn2)cc1	-1	-30	-142	-1	5	-58	-31	-13	-27	-43	-87
18	N#Cc1ccccc1NC(=O)CSC1=Nc2ccccc2C2CC=NN12 (stereo unspecified)	1	0	9	-2	3	4	10	6	-5	13	22
19	O=C(COc1ncnc2ccccc12)Nc1ccc(Cl)c([N+](=O)[O-])c1	5	0	5	17	-3	16	0	-1	-18	2	-2
20	NS(=O)(=O)c1ccc(CNC(=O)c2cc(-c3cccs3)nc3ccccc23)cc1	-4	3	5	1	21	6	0	-2	3	6	12
21	CC(C)(C)c1ccccc1NC(=O)NC1CCN(Cc2c(F)cccc2Cl)CC1	.	13	-14	4	-2	-2	-3	-4	8	-17	10
22	CCOC(=O)CSc1n[nH]c(NC(=O)c2cccc(C(F)(F)F)c2)n1	7	13	8	-6	3	19	10	11	-5	-3	16
23	CCOc1ccc(OCCC(=O)OCC(=O)c2c(N)n(CC(C)C)c(=O)n(C)c2=O)cc1	-2	-1	6	7	2	-16	2	-4	-43	20	-1
24	CN(C)S(=O)(=O)c1cccc(NC(=O)C2CCCN(C(=O)c3ccc(Cl)cc3)C2)c1 (stereo unspecified)	-2	10	15	-11	1	5	16	10	14	7	22
25	CN(C)c1ccc(-c2nnn(CC(=O)Nc3ccc4c(c3)OCCO4)n2)cc1	-15	-3	0	-5	32	16	-9	-4	-22	-24	1
26	CCCCCNC(=O)C1C(=O)Nc2ccccc2C(=O)N1C(C)(C)C (stereo unspecified)	.	.	.	-7	4	.	-13	.	-6	.	25
27	O=c1c2ccccc2cnn1Cc1n[nH]c(=S)n1-c1cc(Cl)cc(Cl)c1	7	0	13	-9	-2	-1	5	-6	-13	12	-5
28	Cc1ccc(NC(=O)C2(C)CCN2C(=O)CCC2CCCC2)cc1C (stereo unspecified)	.	9	-11	-3	3	2	10	.	-1	-14	-12
29	Cc1ccc2nc(SCC(=O)Nc3cccc([N+](=O)[O-])c3)[nH]c2c1	5	-12	-9	-6	-1	-3	0	-5	3	1	1
30	CON1C(=O)C(=O)N(OC)C2CCCCC21 (stereo unspecified)	-2	-30	13	-3	3	11	-8	-2	3	-2	-5

Reprinted at random: two entries already listed
#	compound	TLR9-MyD88 block	TWEAK-Fn14 inh	NCOA1 inh	NOD2 RIPK2 PPI	TRAIL sens C8	NCOA3 inh	COUP-TFII inh	EBV LMP1 NFkB	SRC2 inh	TROY signal inh	NR5A2 inv ag
12	ClCCN1C2=NCCCN2c2ccccc21	7	6	-3	-6	-3	5	-4	-13	-30	-17	-17
24	CN(C)S(=O)(=O)c1cccc(NC(=O)C2CCCN(C(=O)c3ccc(Cl)cc3)C2)c1 (stereo unspecified)	-2	10	15	-11	1	5	16	10	14	7	22

The results go on.
#	compound	TLR9-MyD88 block	TWEAK-Fn14 inh	NCOA1 inh	NOD2 RIPK2 PPI	TRAIL sens C8	NCOA3 inh	COUP-TFII inh	EBV LMP1 NFkB	SRC2 inh	TROY signal inh	NR5A2 inv ag
31	O=C(NCc1ccccc1Cl)C1CCN(S(=O)(=O)c2ccc(N3CCCC3=O)cc2)CC1	-11	-18	1	-6	2	7	-6	3	-20	4	1
32	CC(=O)c1ccc(N2C(=NC(=O)C(C)C)SC3CS(=O)(=O)CC32)cc1 (stereo unspecified)	-14	-4	1	-5	-2	-6	-2	0	12	4	6
33	O=C1CSC(=S)N1N=Cc1c[nH]c2ccc(Br)cc12	-3	5	-22	10	-10	-17	7	-11	1	-11	18
34	COc1cccc2cc(C(=O)N3C(C)CCCC3C)c(=O)oc12 (stereo unspecified)	1	-6	-49	-10	4	-14	-9	-13	-16	-15	12
35	CC(O)CNc1nc(N)[nH]c(=O)c1N=Nc1ccccc1 (stereo unspecified)	6	5	2	-6	2	-6	-6	1	-46	-7	0
36	O=C(Cc1ccccc1)Nc1ncccc1Cl	.	10	-13	-17	-13	19	-4	.	-15	2	-6
37	CCCCCc1ccc(S(=O)(=O)NCCc2ccncc2)cc1	2	15	9	-14	4	4	7	4	1	45	4
38	O=C(CCc1c[nH]c2ccccc12)OCc1cccc(C(F)(F)F)c1	-4	-10	0	2	13	-9	12	-1	-18	-11	7
39	CCC(=O)c1ccc(N2CCOCC2)c(F)c1	5	-15	3	-1	2	-15	10	1	-33	.	-15
40	COc1cccc(C2=NO[C@@H]3C(=O)N(c4ccc5c(c4)OCCO5)C(=O)[C@H]23)c1OC	6	77*	1	-5	2	16	22	24	19	69*	-9
41	Cc1ccc2cccc(S(=O)(=O)N3CCN(c4ccccc4F)CC3)c2n1	8	-3	10	-9	6	7	.	-27	.	20	-5
42	Cn1nccc1C(=O)N1CCN(c2ncccn2)CC1	-9	10	-4	-1	12	6	-4	6	1	-1	2
43	O=C(NCC1OCCCN1S(=O)(=O)c1cc(F)ccc1F)C(=O)NC1CCCCC1 (stereo unspecified)	7	-2	-9	3	-5	3	2	-2	11	-9	12
44	Cc1ccc(S(=O)(=O)NCC(=O)N(CC(=O)NCc2ccc(F)cc2)CC2CCCO2)cc1 (stereo unspecified)	-5	-1	6	-10	-10	-8	10	3	-16	0	7
45	O=C(N/N=C/c1cccc(OC(=O)N2CCOCC2)c1)c1cccs1	-4	-7	-107	-12	25	-43	-12	-1	-26	-17	-64
46	O=C(NCc1ccccn1)/C(=C/c1ccco1)NC(=O)c1ccccc1	-1	0	-19	-5	-6	15	3	-5	-26	10	8
47	COc1ccc(-n2c(C)nc3cc(C(=O)N4CCOCC4)ccc32)cc1	-3	3	-2	-4	9	7	26	-1	-14	-6	-4
48	CCCCNC(=S)N(C)/N=C/c1ccc(OCC(=O)Nc2ccc(OC)cc2)c(OC)c1	3	36	-9	-5	29	21	1	8	29	22	2
49	COc1cccc(Nc2nc3ccccc3n2C(C)C)c1	1	-9	-11	-6	4	8	-5	-1	12	11	4
50	COC(=O)c1ccc(Cn2c(C)c(C(=O)NCc3cccs3)sc2=O)o1	.	-39	8	-2	-10	1	-3	.	-5	6	14
51	CCNC(=S)N1CCCC(C(N)=O)C1 (stereo unspecified)	1	9	-4	0	3	8	-4	-5	-20	-6	17
52	CC(CNc1ccc([N+](=O)[O-])c2cccnc12)Nc1c([N+](=O)[O-])cc(C(F)(F)F)cc1[N+](=O)[O-] (stereo unspecified)	-7	37	9	-8	-4	23	0	11	9	10	5
53	Cc1ccc(C(=O)N2CCOCC2)cc1Cl	9	2	-27	-5	-6	-4	3	4	5	3	-6
54	COCC(=O)N1CCC(Oc2ccc(C(=O)NC(C)c3csc(C)n3)cc2)CC1 (stereo unspecified)	-14	-10	4	0	9	-22	-15	2	9	8	-7
55	CC(C)(C)C(CN1CCCC1)OC(=O)c1ccccc1 (stereo unspecified)	4	-8	-16	-2	6	3	3	-5	-9	1	-9
56	O=C(CSc1ccc(-c2ccc(-n3cccn3)cc2)nn1)Nc1ccc([N+](=O)[O-])cc1	-3	-18	-24	-17	16	2	-34	-3	-23	-49	-46
57	Cc1c(Cl)cnc(NC(=O)CSc2nnc(C)n2Cc2ccccc2)c1Cl	2	43	2	-13	-15	-7	-2	-3	6	.	-13
58	N/C(=N\OC(=O)COc1ccc(Br)cc1Cl)c1ccncc1	9	-9	-134	-19	11	-83	-58	-22	-51	-48	-164
59	COc1ccc(C2c3c(ncn(Cc4ccco4)c3=N)Oc3ccc4ccccc4c32)cc1 (stereo unspecified)	-9	-60	19	3	27	3	-6	-7	1	7	3
60	Cc1ccc(NC(=O)C2CC(=O)Nc3ncnn32)cc1Cl (stereo unspecified)	1	0	-5	1	-1	7	-9	-2	7	1	2
61	COc1ccc2c(c1)O[C@H]1c3ccc(O)cc3OC[C@@H]21	-1	-10	-15	-7	17	-7	-13	3	-46	-43	-16
62	CC(C)(C)c1ccc(C(=O)NCCCNC(=O)c2ccco2)cc1	0	0	-30	-1	11	-11	-2	-5	6	12	7
63	CCOC(=O)c1ccccc1NC(=O)COC(=O)C(CC(C)C)NC(N)=O (stereo unspecified)	-3	3	14	-1	-4	7	-5	-3	0	-17	-3
64	O=C1NCCCCC1NS(=O)(=O)c1cccc(C(F)(F)F)c1 (stereo unspecified)	0	-1	-1	0	-3	6	-8	0	-1	8	-11
65	COc1ccc(/C=N/Nc2nc(-c3ccc(Cl)cc3)cc(C(F)(F)F)n2)cc1OC	12	26	-9	6	0	-8	2	6	-16	16	18
66	COC(=O)CN1C(=O)CSc2ncccc21	-10	-16	-12	9	3	-1	10	-6	3	-7	-1
67	Cc1ccc(/C=N/NC(=O)c2c(-c3ccccc3)noc2C)c(O)c1	5	-11	9	-4	13	-2	5	2	22	-6	11
68	NNCCc1ccccc1	3	-28	-39	-10	4	-62	-12	-10	-56	-60	-32

Single values from the list:
TWEAK-Fn14 inh with #66 reads -16
NOD2 RIPK2 PPI with #65 reads 6
